NPY-Y2 PAM-ag = NPY-Y2 potentiators or agonists, primary screen, cell-based. Neuropeptide Y receptor type 2 (Homo sapiens), P49146. cells expressing NPY-Y2, potentiator/agonist read-out. activation, % at 3.6 µM. 220,000 tested, 0.45% active. AID 1359, 2008; in the data active = activation above about 27%;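 also: cells stimulated with NPY near EC25 plus isoproterenol at EC100; 0% = vehicle plus submaximal agonist and 100% = vehicle plus saturating agonist; some results beyond the cut were filed as inactive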
Target sequence (P49146 whole entry, looked up): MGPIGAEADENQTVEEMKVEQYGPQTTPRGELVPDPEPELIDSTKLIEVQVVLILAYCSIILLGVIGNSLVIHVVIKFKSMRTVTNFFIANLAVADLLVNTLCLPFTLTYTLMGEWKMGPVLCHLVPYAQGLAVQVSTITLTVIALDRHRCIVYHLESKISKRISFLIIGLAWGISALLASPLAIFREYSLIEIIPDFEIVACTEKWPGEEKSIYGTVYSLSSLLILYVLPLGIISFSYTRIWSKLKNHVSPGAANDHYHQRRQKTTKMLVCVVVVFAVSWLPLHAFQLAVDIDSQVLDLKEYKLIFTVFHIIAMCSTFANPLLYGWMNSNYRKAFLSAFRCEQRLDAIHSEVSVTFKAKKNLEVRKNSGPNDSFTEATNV
NPY-Y1 antag = NPY-Y1 receptor antagonists, primary screen, cell-based. HEK293-CNG Y1 cells, membrane potential fluorescence; NPY at EC95, then isoproterenol. inhibition, % at 3.6 µM. 200,000 tested, 1% active. AID 1040, 2008;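 active = inhibition above the campaign mean inhibition of all tested compounds plus 3 SD, cut at about 20% in these data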;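 also: 0% = DMSO wells given NPY plus isoproterenol and 100% = isoproterenol alone without NPY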
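material = HEK293 cells with Y1 receptor plus CNG channel | also added = NPY 25 nM then isoproterenol 1 µM plus Ro 20-1724 25 µM | schedule = dye 3 h, compound 60 min room temperature, stimulation 45 min | measured by = membrane potential fluorescence | benchmarks = high control isoproterenol alone, low control NPY with isoproterenol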
CHOP inhibitor = inhibitors of CHOP promoter induction, primary screen, cell-based, unfolded protein response, luciferase reporter; CHO-K1 CHOP-promoter luciferase, tunicamycin-induced, 15-18 h; inhibition, % at 10 µM; 220,000 tested, 3.8% active; AID 2732, 2010;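 active = compounds that reduced the stress-induced luciferase reporter signal by more than about 70% of percent inhibition, limit read from the data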;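 also: 0% = tunicamycin plus vehicle and 100% = wells without tunicamycin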
S1P4 antagonist = S1P4 receptor antagonists, primary screen, cell-based. Sphingosine 1-phosphate receptor 4 (Homo sapiens), O95977. S1P4-expressing cells, antagonist mode, reporter read-out. inhibition, % at 4.98 µM. 220,000 tested, 0.26% active. AID 1510, 2009; in the data active = inhibition above about 29%;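 also: 0% = wells stimulated with agonist and 100% = vehicle wells without agonist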
Target sequence (O95977 whole entry, looked up): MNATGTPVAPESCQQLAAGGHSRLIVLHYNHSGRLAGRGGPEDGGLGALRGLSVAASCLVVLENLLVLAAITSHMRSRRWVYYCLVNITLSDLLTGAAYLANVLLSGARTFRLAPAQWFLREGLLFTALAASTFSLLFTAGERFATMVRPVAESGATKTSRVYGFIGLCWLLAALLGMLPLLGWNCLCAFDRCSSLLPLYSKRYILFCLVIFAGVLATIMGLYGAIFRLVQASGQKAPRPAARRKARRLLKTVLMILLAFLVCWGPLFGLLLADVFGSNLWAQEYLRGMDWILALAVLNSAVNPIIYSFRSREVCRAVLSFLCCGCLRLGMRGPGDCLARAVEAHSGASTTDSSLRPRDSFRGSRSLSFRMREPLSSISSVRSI
Ba/F3 V617F tox = reduced viability of JAK2V617F-dependent Ba/F3 cells, primary screen, JAK2V617F inhibitor project, cell-based, Ba/F3 EpoR-JAK2V617F, luminescence | inhibition, % at 5.6 µM | AID 1446, 2008 | ATP luminescence | 220,000 tested, 1.1% active;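 active = inhibition above the campaign mean plus 3 SD over all tested compounds, cut at about 24% in these data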;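 also: cytokine-independent growth of Ba/F3 cells driven by EpoR plus mutant JAK2; 0% = DMSO-treated cells and 100% = JAK inhibitor I control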
S1P4 ag = S1P4 receptor agonists, primary screen, cell-based; S1P4-expressing cell line, agonist reporter assay; activation, % at 4.98 µM; 220,000 tested, 0.35% active; AID 1509, 2009; in the data active = activation above about 11%;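 also: 0% = DMSO vehicle and 100% = reference agonist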
NCF1 inh = p47phox/p22phox peptide binding inhibitors, primary screen, biochemical, uHTS, NADPH oxidase regulatory subunit; Neutrophil cytosol factor 1 (Homo sapiens), P14598; fluorescence polarization, 2 h; inhibition, % at 24.7 µM; 220,000 tested, 0.53% active; AID 1274, 2008;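 active = inhibition above about 30%, limit read from the data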;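 also: 0% = p47phox with labelled peptide and 100% = labelled peptide alone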
BaF3 tox = parental Ba/F3 cell viability inhibition, counter-screen for JAK2V617F inhibitor project, murine pro-B, CellTiter-Glo luminescence. CellTiter-Glo ATP luminescence. inhibition, % at 5.6 µM. 220,000 tested, 1.1% active;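 active = inhibition above a per-campaign cutoff, the mean inhibition of all tested compounds plus 3 SD, cut at about 27% in these data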;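 also: 0% = DMSO wells and 100% = JAK Inhibitor I control wells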
NPY1 pot ag = NPY-Y1 receptor potentiators or agonists, primary screen, cell-based. NPY-Y1 expressing cells, potentiator/agonist activation. 220,000 tested, 0.37% active. Neuropeptide Y receptor type 1 (Homo sapiens), P25929. activation, % at 3.6 µM; in the data active = activation above about 33%, passing the limit was not always enough;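 also: cells stimulated with NPY at EC10 then isoproterenol at EC100; 0% = low agonist plus stimulus and 100% = saturating agonist plus stimulus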
* marks the source's active call; other numbers are inactive results; · = no result given; & = joins results of further samples. Outcome played no part in choosing rows. Share with any hit: about 7.1%.

SMILES	NPY-Y2 PAM-ag	NPY-Y1 antag	CHOP inhibitor	S1P4 antagonist	Ba/F3 V617F tox	S1P4 ag	NCF1 inh	BaF3 tox	NPY1 pot ag
COc1ccc(S(=O)(=O)N2CCC(C(=O)NCc3cccc(OC)c3)CC2)cc1	-3	0	-28	-6	-4	1.0	-11	1	9
COc1ccc(C2CC2/C(C)=N/OC(=O)c2ccc(F)cc2)cc1 (stereo not given)	-2	5	51	8	0	1.7	-18	4	-5
NNC(=S)Nc1ccc(S(=O)(=O)N2CCOCC2)cc1	11	·	3	-1	-3	-1.4	-6	2	5
CCc1nc(SCC(=O)NCc2ccco2)c2c3c(sc2n1)CCCC3	-2	16	-22	-5	1	-1.5	-10	1	-15
Cc1ccc(-n2nnnc2-c2cccnc2)cc1	10	·	3	5	-4	2.2	-3	0	13
Clc1ccc(Nc2nc(C3CC3)cs2)cc1	13	-5	98*	-28	-2	-0.3	-1	2	10
Cc1nc([N+](=O)[O-])c(Br)n1Cc1ccc(Cl)c(Cl)c1	-7	16	105*	26	46*	1.0	-2	-2	-23
CCCc1cc(=O)c2c(O)ccc(OC)c2o1	3	·	9	-17	0	2.5	1	-4	-9
Cc1nn(C)c(C)c1CNC(=O)Nc1ccc2c(c1)OCO2	8	-8	20	7	-3	-0.5	-6	4	-1
O=C(NCCOc1nc(N2CCCCC2)nc(N2CCCCC2)n1)Nc1ccccc1	-3	-4	63	-16	-1	0.9	-10	3	27
Cc1ccccc1C(OCCN(C(C)C)C(C)C)c1ccccc1 (stereo not given)	-1	20	-12	-19	-3	-1.1	-2	6	-16
COc1cccc(CC2(CO)CCCN(Cc3ccc(CO)o3)C2)c1 (stereo not given)	12	1	-1	10	0	-0.7	4	3	-12
CN1CCN(C(=O)C2=C[C@H](c3csc4ccccc34)C[C@H](OCCCCO)O2)CC1	0	-3	17	4	-2	-4.6	-3	9	7
O=c1cc(-c2ccccc2)c2ccccc2[nH]1	12	2	15	-4	-3	-1.5	16	1	14
COc1ccc(Cl)cc1NC(=O)COC(C)=O	9	1	6	-5	-2	0.5	5	-4	-6

The closing 3 compounds of the section before lead into the next:
SMILES	NPY-Y2 PAM-ag	NPY-Y1 antag	CHOP inhibitor	S1P4 antagonist	Ba/F3 V617F tox	S1P4 ag	NCF1 inh	BaF3 tox	NPY1 pot ag
CN1CCN(C(=O)C2=C[C@H](c3csc4ccccc34)C[C@H](OCCCCO)O2)CC1	0	-3	17	4	-2	-4.6	-3	9	7
O=c1cc(-c2ccccc2)c2ccccc2[nH]1	12	2	15	-4	-3	-1.5	16	1	14
COc1ccc(Cl)cc1NC(=O)COC(C)=O	9	1	6	-5	-2	0.5	5	-4	-6
Cn1c(=O)n(CCc2ccccc2)c(=O)c2c1ncn2Cc1ccccc1	3	-2	57	6	-2	-1.1	-16	5	-1
CCOC(=O)C(NCCc1ccccc1F)(NC(C)=O)C(F)(F)F (stereo not given)	5	0	-15	-47	-1	-0.2	1	2	19
CCCCCCn1c(SCCC)nc2c1c(=O)[nH]c(=O)n2C	-4	-1	99*	10	2	-0.1	2	10	-26
Cc1cc(C)nc(N2N=C(c3ccccc3)CC2=O)n1	12	0	11	-11	2	2.1	-8	2	-10
CCOc1ccc(-c2nnc3ccc(SC(C)C)nn23)cc1	-31	4	14	1	0	0.6	-10	-1	-15
S=C(Nc1ccc(Cl)cc1)c1nc2ccccc2[nH]1	6	1	8	-3	-4	0.6	-12	2	-18
Cc1ccccc1N=Cc1c(O)n(-c2nccs2)c(=O)c2ccccc12	-13	4	-3	-28	2	0.8	-76	5	-3
CN([C@@H](Cc1ccc(OS(=O)(=O)c2cccc3cnccc23)cc1)C(=O)N1CCN(c2ccccc2)CC1)S(=O)(=O)c1cccc2cnccc12	4	-2	52	-7	6	0.4	-31	5	-13
C/C=C/Cn1c(SC)nc2c1c(=O)[nH]c(=O)n2C	-14	0	9	-27	-2	2.8	2	-2	0
CCOC(=O)c1cccc(NC(=O)C(C)N2C(=O)c3ccccc3C2=O)c1 (stereo not given)	-6	-3	19	-4	-4	-1.8	-5	0	-7
CC(=O)n1c2c(c3ccccc31)OC(N)=C(C#N)C2c1cccc(Cl)c1Cl (stereo not given)	7	-5	0	0	-4	0.0	-38	6	5
O=C(Nc1ccc(N2CCOCC2)c(Cl)c1)c1ncn[nH]1	6	-3	1	-2	-1	-0.1	-3	2	-14
COCCCNC(=O)c1ccc(Cn2c(=O)c3ccccc3n(Cc3cc(C)ccc3C)c2=O)cc1	-8	-2	3	3	-5	-0.5	-1	-1	4
Cc1cc(/C=N/NC(=O)c2ccc(O)cc2)c(C)n1CC(C)C	13	·	0	-14	-3	0.1	-18	-3	18
CCOC(=O)c1cnc2ccc(OCC)cc2c1N(C)Cc1ccccc1	-18	31*	54	8	-1	-1.7	4	0	-51
O=C(Nc1cccc(S(=O)(=O)NCc2ccco2)c1)c1cc(-c2ccccc2)nc2ccccc12	-15	1	36	-30	1	0.1	-28	5	-13
FC(F)(F)c1cccc(CN2CCC(c3cc(-c4cccs4)n[nH]3)CC2)c1	1	2	104*	-8	1	1.8	-16	10	3
c1ccc(-c2oc3ncnc(NCCCn4ccnc4)c3c2-c2ccccc2)cc1	-16	6	10	-10	4	0.4	-8	7	-26
CCN(c1ccccc1)S(=O)(=O)c1cc(OC)ccc1OC	-6	2	-17	-1	-1	-4.1	-1	2	4
CCOc1ccc2nc(SC3CC(=O)N(c4ccccc4)C3=O)sc2c1 (stereo not given)	-8	2	-24	2	1	1.1	-8	-1	1
CCCCc1nc2ccccc2c(NC(=O)CNC(C)(C)C)c1CCC	2	4	13	14	-1	-0.6	-3	-1	-9
O=C(NC1CCCCCC1)C1CCCN(S(=O)(=O)c2cccs2)C1 (stereo not given)	-3	13	25	-17	-2	1.1	-4	1	-12
COc1ccc(CC(=O)Nc2c3c(nn2C(C)(C)C)CS(=O)C3)cc1 (stereo not given)	2	-2	23	1	-4	-1.9	-8	-2	-2
CCC(SC1=N/C(=C/c2ccccc2)C(=O)N1c1ccccc1)C(=O)Nc1cc(C)on1 (stereo not given)	2	5	-14	-27	3	1.4	-12	8	-10
CC(=O)n1cc(C(C[N+](=O)[O-])SCCN)c2ccccc21 (stereo not given)	-3	4	-1	-2	3	-0.8	-5	7	20
NNC(=O)CCn1c2ccccc2c2ccccc21	3	1	2	-16	-4	1.2	-1	2	2
CCOc1ccc(N(CC(=O)NC2CCCCC2)S(=O)(=O)c2c(C)noc2C)cc1	3	2	-1	-16	0	1.0	2	5	16
O=C(NC1CCCC1)C(c1ccsc1)N(Cc1ccco1)C(=O)Cc1cccs1 (stereo not given)	-32	62*	-17	15	5	-0.3	4	7	-35
CCN(CC)c1ccc(NC(=O)Nc2cccc(C(C)=O)c2)cc1	-5	4	15	-28	3	3.2	-24	5	7
COc1cc2c(C)nc3onc(-c4ccccc4)c3c2cc1OC	10	-6	-30	-8	-2	0.3	-18	2	-3
CC(C(=O)NC(C)(C)C)N(Cc1cccs1)C(=O)CCN1CCc2ccccc21 (stereo not given)	17	1	-3	-8	-2	-0.3	-16	5	17
CCOC(=O)C1CCC(CNCc2ccc(Cl)cc2)CC1 (stereo not given)	-3	2	11	8	0	7.5	-8	4	-29
COc1ccc(CCNC(=O)COc2ccc(N(C)S(=O)(=O)c3ccc(C)cc3)cc2)cc1OC	-23	7	11	-11	2	-0.5	12	4	-11
CCc1ccc2c(c1)c(N=NC1=NC(=O)CS1)c(O)n2CC	21	-2	17	-19	-3	0.9	-34	2	-4
COC(=O)c1cccc(NC(=O)/C(=C\c2ccccc2)NC(=O)c2ccccc2Cl)c1	-14	12	61	-27	1	1.6	-4	3	-23
Brc1cccc(-c2nnc(-c3ccccc3)o2)c1	-3	20	75*	-2	0	-0.1	-22	3	-28
O=C(Oc1cccc2ccccc12)c1cc(Cl)nc2ccccc12	-8	0	25	-2	4	0.1	-5	12	0
Cc1ccc(SCCNC(=O)C(CO)(CO)CO)cc1	2	-2	29	-13	4	-1.1	-18	2	8
COc1ccccc1-n1c(=O)c2c3c(sc2n2c(SC(C)C)nnc12)CCC3	12	-1	28	-13	-1	0.6	-6	2	-3
O=C(OCc1ccccc1)c1cccc(-c2nnn(Cc3ccccc3)n2)c1	-9	13	52	1	-2	-1.6	3	5	-18
CSCSC1=C(C#N)C(c2ccccc2Cl)C(C(C)=O)=C(C)N1 (stereo not given)	12	2	36	8	-1	1.7	-10	2	-20
CCn1c(SCC(=O)Nc2cc3oc4ccccc4c3cc2OC)nnc1-c1cccs1	1	6	31	-15	0	0.4	-5	5	24
O=C(Nc1cccnc1)C1(c2ccccc2)CCCC1	8	-1	19	-8	-1	-3.2	4	2	-14
COc1ccc(OCCCC(=O)Nc2cc([N+](=O)[O-])ccc2C)cc1	4	-2	22	-10	3	2.9	0	8	1
COc1ccc(C(=O)NCCN2CCOCC2)cc1OC	5	-2	30	-12	-5	0.6	10	0	-7
COc1ccc(C(C)=O)cc1COC(=O)CNC(=O)c1cc(C)cc(C)c1	4	-2	13	-7	70*	4.3	-28	38*	-10
COc1ccccc1Nc1nc(C)cs1	1&-6	0&2	25&31	-9&-22	-4&1	1.1&1.1	-22&-2	3&4	5&5
CC(CCc1ccco1)NC(=O)Cn1ncc2c1-c1ccccc1OC2 (stereo not given)	-1	-2	-13	-6	-5	1.9	-18	1	-16
COC(=O)CSc1nc(N)nc(C)c1Br	-6	1	27	-10	1	1.3	3	5	0
CC(C)OC(=O)c1cc(C(=O)c2cc(Br)ccc2O)coc1=N	7	0	19	-26	0	-0.8	-40	0	10
COc1ccc(CC2(CO)CCN(Cc3ccc(OC(F)(F)F)cc3)CC2)cc1	-7	3	27	6	1	0.2	-6	3	-22
O=C(CN1CCOCC1)c1c[nH]c2ccccc12	-2	3	23	-9	3	-0.7	-58	1	3
Cc1ccc(Cn2ccc(NC(=O)c3cc4nc(-c5ccco5)cc(C(F)(F)F)n4n3)n2)cc1	16	5	93*	-12	-7	1.5	-17	2	11
O=C(NCc1ccccc1)N(Cc1cc2cc3c(cc2[nH]c1=O)OCCO3)CC1CCCO1 (stereo not given)	7	2	13	1	1	-0.1	-9	2	-1
O=C(Nc1ccc(F)cc1)NC1CCN(Cc2ccccc2)CC1	3	4	5	-25	2	2.9	-6	8	-1
O=S(=O)(c1ccccc1)c1ccc(C(F)(F)F)cn1	15	1	4	6	-4	35*	-4	-4	13
CCCNC1=CC(=O)CC(C)(C)C1	8	5	17	-7	-1	0.5	2	5	-7
O=C(CCn1cccc1)NCc1ccc(Cl)cc1	-14	-1	40	3	0	1.7	-5	7	-6
Cc1ccc(C)c(C(=O)COC(=O)c2cccc(N3C(=O)c4c(C)nc5ccccc5c4C3=O)c2)c1	-3	0	10	-3	-1	0.4	-42	8	19
